Source: PubChem (several laboratories)
Diaphorase act – diaphorase activation or chemical reduction counter-screen; AID 1229; Diaphorase/resazurin coupled assay, resorufin fluorescence, 16 min; active compounds read high; 1 = vehicle wells, 0 = NADH-free wells; activation factor at 20 µM; 190,000 tested, 0.005% active;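 active = diaphorase activity raised at least twofold by the compound at 20 µM; inactive = activation factor below 2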
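System – purified diaphorase enzyme from Clostridium kluyveri · Input – enzyme 0.07 U/mL final · Also added – final NADH 0.114 mM, resazurin 0.1 mM · Measured by – fluorescence of resorufin, 544 nm excitation, 590 nm emission · Timing – 16 min enzyme reaction, ambient temperature · Measure – resorufin increase flagging diaphorase activators or reducers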
PMI act hi M6P – increases human PMI activity with near-saturating mannose 6-phosphate; coupled PMI enzyme assay, resazurin fluorescence, 20 min; active compounds read high; 1 = untreated enzyme, 0 = substrate-free blank; AID 1216; P34949; activation factor at 20 µM; 190,000 tested, 0.34% active;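 active = activation factor of 2 or more at 20 µM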
Target sequence (P34949 whole entry, looked up): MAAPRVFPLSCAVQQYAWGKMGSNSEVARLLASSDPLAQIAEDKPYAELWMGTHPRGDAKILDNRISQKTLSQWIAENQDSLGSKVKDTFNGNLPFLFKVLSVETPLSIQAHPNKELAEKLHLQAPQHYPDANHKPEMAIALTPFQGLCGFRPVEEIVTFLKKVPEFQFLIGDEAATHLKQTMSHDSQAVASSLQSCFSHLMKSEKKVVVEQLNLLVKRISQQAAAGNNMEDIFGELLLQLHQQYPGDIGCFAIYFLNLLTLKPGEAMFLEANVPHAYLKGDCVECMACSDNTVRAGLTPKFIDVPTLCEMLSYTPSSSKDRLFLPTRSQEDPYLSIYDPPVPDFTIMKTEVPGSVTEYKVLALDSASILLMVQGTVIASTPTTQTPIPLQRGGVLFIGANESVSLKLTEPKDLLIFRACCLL
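Test system: human phosphomannose isomerase with PGI, G6PDH, diaphorase coupling enzymes / Doses: 20 µM compound, 1% DMSO / Times: enzyme reaction with compound 20 min at room temperature / Measured by: Diaphorase-driven resazurin-to-resorufin fluorescence, excitation 544, emission 590 nm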
Diaphorase inh – inhibits diaphorase or chemically oxidizes, flagging diaphorase assay artifacts | diaphorase resazurin-to-resorufin fluorescence, NADH, 16 min; bacterial (C. kluyveri) enzyme, not human | inhibition, % at 20 µM | 190,000 tested, 0.69% active | AID 1217;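 active = primary screen inhibition at 20 µM above a set limit, cut at about 50% in these data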;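 also: plate controls were DMSO with full reaction for no effect and wells lacking NADH for full effect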
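material = Clostridium kluyveri diaphorase enzyme | amount = 0.14 U/mL diaphorase, enzyme working solution | schedule = incubation 16 min, room temperature | detection = fluorescence of resorufin formed from resazurin, Ex 544/Em 590 nm | benchmarks = positive control minus NADH, DMSO neutral control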
ROMK mod – modulators of human ROMK potassium channel. Tet-inducible ROMK, thallium flux fluorescence; actives lie on both sides. B-score at 10 µM. 130,000 tested, 2% active;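 active = signal ratio slope over the read window, or its plate-corrected B-score, at least 3 SD from the plate mean, either direction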;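 also: B-score of the F/F0 ratio slope over 7 to 12 s after thallium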
PPARg SRC3 recr – agonists of human PPARgamma SRC-3 coactivator recruitment | biochemical PPARgamma/SRC-3 coactivator recruitment assay | AID 731 | activation, % at 8 µM | 200,000 tested, 0.26% active; in the data active = activation above about 23%;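 also: 0% = DMSO and 100% = reference agonist; some compounds past the cut are filed as inactive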
Target sequence (P37231 whole entry, looked up): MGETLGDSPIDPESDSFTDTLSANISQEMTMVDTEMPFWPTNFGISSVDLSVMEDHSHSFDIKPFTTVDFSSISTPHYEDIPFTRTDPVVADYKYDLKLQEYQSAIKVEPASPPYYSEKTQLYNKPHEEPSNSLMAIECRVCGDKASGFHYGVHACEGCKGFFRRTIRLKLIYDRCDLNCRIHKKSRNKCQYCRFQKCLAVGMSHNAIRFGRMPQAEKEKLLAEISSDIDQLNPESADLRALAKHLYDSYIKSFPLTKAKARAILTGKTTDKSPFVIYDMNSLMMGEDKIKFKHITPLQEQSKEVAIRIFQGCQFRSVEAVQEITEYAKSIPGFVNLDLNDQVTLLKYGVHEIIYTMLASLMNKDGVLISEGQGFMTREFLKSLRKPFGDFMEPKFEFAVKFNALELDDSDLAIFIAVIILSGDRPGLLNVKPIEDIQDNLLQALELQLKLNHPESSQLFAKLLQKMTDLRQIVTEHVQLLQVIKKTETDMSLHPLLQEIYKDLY
S1P3 antag – antagonists of human S1P3 receptor; CHO S1P3 NFAT-BLA reporter, FRET fluorescence, antagonist mode; 170,000 tested, 0.27% active; AID 485; Q99500; inhibition, % at 4.98 µM;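 active = inhibition above the plate cutoff, the mean inhibition of test wells on that plate plus 3 SD, cut at about 28% in these data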;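 also: cells challenged with S1P at its EC80 of 0.8 µM; blue over green emission ratio from cleaved BLA substrate after 4 h stimulation; 0% = S1P-stimulated wells and 100% = unstimulated DMSO-only wells; some compounds past the cut are filed as inactive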
G6PDH counter – counter-screen for G6PDH assay hits: L. mesenteroides G6PDH inhibition | Purified L. mesenteroides G6PDH, diaphorase/resazurin coupled fluorescence, 45 min | inhibition, % at 5 µM | 200,000 tested, 0.12% active | AID 1020; in the data active = inhibition above about 50%
PPARg SRC1 recr – promotes SRC-1 coactivator recruitment by human PPARgamma. P37231. PPARgamma-SRC-1 coactivator recruitment biochemical assay. activation, % at 8 µM. 200,000 tested, 0.41% active; in the data active = activation above about 19%;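 also: 0% = DMSO and 100% = reference agonist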
PPARg SRC-2 ag – promotes SRC-2 coactivator recruitment by human PPARgamma; activation, % at 8 µM; 200,000 tested, 0.34% active; PPARgamma LBD-SRC-2 recruitment, biochemical; P37231; in the data active = activation above about 22%;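 also: 0% = vehicle and 100% = reference agonist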
PMI activator – increases human mannose-6-phosphate isomerase activity | P34949 | purified human PMI, coupled resazurin fluorescence, 20 min; active compounds read high; 1 = vehicle control, 0 substrate-free wells | activation factor at 20 µM | 190,000 tested, 0.005% active | AID 1214;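 active = activation factor of 2 or more at 20 µM, relative to plate controls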
TR-FRET SRC-2 ct – counter-screen for PPARgamma SRC-2 recruitment agonists: TR-FRET artefact; active compounds read high; TR-FRET ratio at 8 µM; 200,000 tested, 0.4% active; AID 1049; in the data active = TR-FRET ratio above about 2000; also: inactives centre near 1500
* hit, by the source's call; . = not tested or not shown.

SMILES | Diaphorase act | PMI act hi M6P | Diaphorase inh | ROMK mod | PPARg SRC3 recr | S1P3 antag | G6PDH counter | PPARg SRC1 recr | PPARg SRC-2 ag | PMI activator | TR-FRET SRC-2 ct
COc1cccc(NS(=O)(=O)c2c(C)cc(C)cc2C)c1 | 0.7 | 0.8 | 31 | . | -7 | -12 | 18 | 10 | 1 | 0.8 | 1459
CN(C)c1cccc(C(=O)N/N=C/c2ccccc2F)c1 | 0.9 | 0.9 | 11 | 0.61 | 7 | 1 | 1 | 17 | -3 | 1 | 1706
Cc1c(NC(=O)CN2CC(C)OC(C)C2)c(=O)n(-c2ccccc2)n1C (stereo not given) | 0.8 | 1 | 16 | . | 18 | -4 | 2 | 3 | 0 | 0.9 | 1551
CCOCCCNC(=O)C(c1ccc(Cl)cc1)N1CCN(C(=O)c2ccco2)CC1 (stereo not given) | 1 | 1 | -1 | -0.19 | 3 | . | 2 | 4 | 5 | 1 | 1578
CN(C(=O)CSc1nnnn1-c1ccccc1)C1CCCCC1 | 0.9 | 1 | 13 | . | 2 | 0 | 2 | 3 | 2 | 1 | 1738
CCCC(=O)NC(=S)Nc1nc(-c2ccc(OC)cc2)cs1 | 0.8 | 1 | 23 | 0.083 | 1 | 10 | -3 | 2 | -1 | 1 | 1647
Cc1ccccc1NC(=S)NNC(=O)c1cccc(Br)c1 | 1 | 1.1 | 1 | -1.4 | 0 | -14 | 1 | -3 | -4 | 1.1 | 1413
CCCN1CCN(C(=O)C2CCN(S(=O)(=O)c3ccc4c(c3)oc(=O)n4C)CC2)CC1 | 0.9 | 1 | 8 | . | -2 | -14 | -1 | -5 | 0 | 1 | 1499
CCOC(=O)NC1(C(F)(F)F)C(=O)NC(C)=C1C#N (stereo not given) | 0.9 | 1 | 6 | . | -3 | . | -1 | 0 | 6 | 1 | 1607
CC(=O)NCCc1nc2ccccc2n1Cc1ccc(Cl)cc1 | 1 | 1 | 4 | 0.51 | 0 | -4 | 12 | 2 | -3 | 1 | 1598
Cc1ccc(CNC(=O)/C(C#N)=C/c2ccc(C)s2)cc1 | 0.9 | 0.9 | 10 | . | 6 | . | 5 | 3 | 7 | 0.9 | 1678
Fc1ccc(Br)cc1C1C=C(c2cccnc2)Nc2ncnn21 (stereo not given) | 0.8 | 1 | 21 | . | 3 | 10 | 0 | -2 | 0 | 1 | 1567
Cc1nnc(SCc2nnc(-c3ccccc3)o2)n(N)c1=O | 0.8 | 0.9 | 17 | . | -5 | -14 | 9 | -4 | -4 | 0.9 | 1385
CN1C(=O)c2oc3ccccc3c(=O)c2C1c1ccccn1 (stereo not given) | 0.8 | 1 | 15 | . | 0 | 18 | -14 | -5 | 1 | 1 | 1499
Cc1ccc(CSc2nnc(SCC(=O)N/N=C/c3c(C)nn(-c4ccccc4)c3C)s2)cc1 | 0.7 | 0.9 | 25 | . | 4 | 7 | -2 | -2 | 2 | 0.8 | 1423
CCn1c(N2CCN(C(=S)NCC(C)C)CC2)nc2ccccc21 | 0.9 | 1 | 8 | . | 12 | . | -13 | 5 | 4 | 0.9 | 1671
Cc1cc(C)c(NC(=S)N(CCN(C)C)Cc2cccs2)c(C)c1 | 1 | 1 | 0 | -0.44 | 0 | 6 | 7 | -4 | 0 | 1 | 1572
COc1ccc(C(=O)N2CCN(C(=O)CC(C)C)CC2)cc1OC | 0.9 | 1 | 12 | . | 1 | 8 | 2 | 4 | 1 | 1.1 | 1534
Clc1ccc(CN2C3=NCCCN3c3ccccc32)cc1 | 0.9 | 1 | 11 | -1.7 | 8 | -6 | 9 | 0 | 9 | 1 | 1691
Cc1oc2c(C)c3oc(=O)c4c(c3cc2c1C)CCCC4 | 0.8 | 0.9 | 15 | 0.76 | -1 | 12 | 4 | -4 | 3 | 1 | 1372
CC(=O)N=c1sccn1CC(=O)c1ccc([N+](=O)[O-])cc1 | 1 | 1 | 2 | . | 14 | . | 5 | -6 | 2 | 1 | 1476
CCOC(=O)c1c(C)n(CC(COC(C)=O)OC(C)=O)c2ccc(OC(C)=O)cc12 (stereo not given) | 0.9 | 1 | 10 | . | 13 | -34 | -4 | 1 | 4 | 1 | 1550
O=C(C1=C[C@@H](c2csc3ccccc23)C[C@@H](OCc2ccc(CO)cc2)O1)N1CCN(Cc2ccccc2)CC1 | 0.7 | 0.8 | 26 | . | 0 | -7 | 13 | 3 | 1 | 0.9 | 1599
O=C(CN(Cc1cccs1)C(=O)CNS(=O)(=O)c1ccccc1)NCc1ccco1 | 0.9 | 0.9 | 13 | 0.27 | -6 | -8 | -10 | 0 | 0 | 0.9 | 1522
COCC(=O)Nc1nc(-c2ccccc2)c(C)s1 | 0.9 | 1 | 13 | . | -4 | -17 | 4 | -1 | -1 | 1 | 1511
O=C(NNC(=O)c1cc(-c2ccccc2)n(-c2ccccc2)n1)c1cccc([N+](=O)[O-])c1 | 0.9 | 1.1 | 8 | . | 2 | -3 | -13 | -1 | -4 | 1 | 1490
Cn1c(NCCN2CCCCC2)cc(=O)n(C)c1=O | 0.8 | 0.9 | 20 | 0.021 | -2 | . | 0 | -10 | -7 | 0.9 | 1617
CC(=O)Oc1ccc(N(C(C)=O)S(=O)(=O)c2ccc(C)c([N+](=O)[O-])c2)cc1 | 0.9 | 0.8 | 13 | 0.54 | -2 | -10 | 4 | -14 | -4 | 0.9 | 1456
Cc1ccc(-c2noc(CN3C(C)CCCC3C)n2)cc1 (stereo not given) | 1 | 1 | 4 | . | 12 | -4 | 0 | 3 | 11 | 1 | 1719
CCn1ccc(C(=O)Nc2ccc(N(C)C(C)=O)cc2)n1 | 1 | 1 | 3 | . | 12 | 16 | 5 | 9 | 7 | 1 | 1554
COc1ccc(N(CC(=O)NCc2ccccc2)S(C)(=O)=O)cc1 | 1.1 | 1.1 | -6 | -0.68 | -1 | 4 | 7 | 2 | -2 | 1.1 | 1415
CNc1nc(N)c(C(=O)C(C)(C)C)s1 | 1 | 1 | -2 | -0.027 | 1 | -38 | -9 | -4 | -2 | 1 | 1539
CCCCCNC(=O)C1CC(=O)OC12CCCCC2 (stereo not given) | 0.9 | 1 | 13 | 0.11 | 3 | 3 | 4 | -3 | 0 | 1 | 1587
N#Cc1sc2nc(N3CCCCC3)c3c(c2c1N)CCCC3 | 0.7 | 0.9 | 26 | 0.36 | 12 | . | 4 | 0 | 6 | 0.9 | 1483
CCc1cccc(Nc2c([N+](=O)[O-])cc(C(=O)N3CC(=O)Nc4ccccc43)cc2[N+](=O)[O-])c1 | 0.8 | 1 | 21 | . | 0 | -1 | 11 | -1 | 4 | 1 | 1566
CCCN=Cc1c(CCC)[nH]n(-c2nc3ccccc3s2)c1=O | 1 | 1 | 3 | . | -8 | . | 21 | 2 | 7 | 1 | 1765
Cn1c(SCC(=O)NC2CCCC2)nnc1-c1ccc(S(=O)(=O)N2CCOCC2)cc1 | 0.8 | 1 | 16 | . | 2 | -13 | -16 | 4 | 1 | 1 | 1677
CCOc1ccc(CSC(=N)N)cc1 | 1 | 1 | 1 | -0.077 | 8 | -17 | 24 | 9 | 9 | 0.9 | 1642
CCC(=O)Nc1nnc(-c2cccs2)s1 | 0.9 | 1.1 | 10 | -0.039 | 7 | -9 | 10 | 15 | -4 | 1 | 1722
COc1ccc([N+](=O)[O-])cc1NC(=O)COC(=O)c1ccccc1C(=O)c1ccccc1 | 0.7 | 0.9 | 30 | 0.38 | -5 | 3 | 0 | 2 | 5 | 0.9 | 1489
CCOc1ccc(/C(O)=C2/C(=O)C(=O)N(CCOCCO)C2c2ccccn2)cc1 (stereo not given) | 0.8 | 0.9 | 17 | -0.3 | 5 | -12 | -2 | 1 | -4 | 1 | 1519
CCCOCn1cc(F)c(=O)[nH]c1=O | 1 | 0.9 | 0 | -0.73 | 0 | -3 | -6 | -3 | -8 | 0.9 | 1482
O=C(CSc1nnc(Cc2ccccc2)o1)N1CCOCC1 | 0.9 | 1 | 12 | 0.19 | 4 | -16 | 5 | 2 | 2 | 1.1 | 1449
O=C(N/N=C/c1ccc(Br)s1)c1c[nH]c2ccccc12 | 0.9 | 0.9 | 5 | -0.79 | 2 | 26 | 6 | 1 | -3 | 1.1 | 1448
COc1ccc(-c2ccc(-c3noc(-c4cccs4)n3)c(OC)n2)cc1 | 1 | 0.9 | 4 | . | -1 | 6 | -68 | -2 | 9 | 0.9 | 1915
O=C(NCc1ccc2c(c1)OCO2)C1CC(c2ccccc2O)=NO1 (stereo not given) | 1 | 1 | 0 | 1.2 | 4 | . | 7 | -2 | 4 | 0.9 | 1445
O=c1[nH]c(C(F)(F)F)nc2ccccc12 | 0.8 | 1 | 16 | . | 2 | -29 | -6 | -7 | 0 | 0.9 | 1488

Grouped by structure, the compounds so far with two or more sulfur atoms.
SMILES | Diaphorase act | PMI act hi M6P | Diaphorase inh | ROMK mod | PPARg SRC3 recr | S1P3 antag | G6PDH counter | PPARg SRC1 recr | PPARg SRC-2 ag | PMI activator | TR-FRET SRC-2 ct
CCCC(=O)NC(=S)Nc1nc(-c2ccc(OC)cc2)cs1 | 0.8 | 1 | 23 | 0.083 | 1 | 10 | -3 | 2 | -1 | 1 | 1647
Cc1ccc(CSc2nnc(SCC(=O)N/N=C/c3c(C)nn(-c4ccccc4)c3C)s2)cc1 | 0.7 | 0.9 | 25 | . | 4 | 7 | -2 | -2 | 2 | 0.8 | 1423
Cc1cc(C)c(NC(=S)N(CCN(C)C)Cc2cccs2)c(C)c1 | 1 | 1 | 0 | -0.44 | 0 | 6 | 7 | -4 | 0 | 1 | 1572
O=C(CN(Cc1cccs1)C(=O)CNS(=O)(=O)c1ccccc1)NCc1ccco1 | 0.9 | 0.9 | 13 | 0.27 | -6 | -8 | -10 | 0 | 0 | 0.9 | 1522
Cn1c(SCC(=O)NC2CCCC2)nnc1-c1ccc(S(=O)(=O)N2CCOCC2)cc1 | 0.8 | 1 | 16 | . | 2 | -13 | -16 | 4 | 1 | 1 | 1677
CCC(=O)Nc1nnc(-c2cccs2)s1 | 0.9 | 1.1 | 10 | -0.039 | 7 | -9 | 10 | 15 | -4 | 1 | 1722
